Screens from PubChem.
HTR5A inv ctr – inverse agonist of human HTR5A in OPRM1-OPRD1 counter-screen | HTR5A cell line, luminescence, inverse agonism | inhibition, % at 9.3 µM | 0.083% of 340,000 active | AID 504634; in the data active = inhibition mostly above about 23%, no sharp cut-off; inactive = mostly below about 18%;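 note: 0% = cells with DMSO and 100% = no-cell wells with DMSO; some compounds called inactive have numbers as strong as hits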
Target sequence (P47898 whole entry, looked up): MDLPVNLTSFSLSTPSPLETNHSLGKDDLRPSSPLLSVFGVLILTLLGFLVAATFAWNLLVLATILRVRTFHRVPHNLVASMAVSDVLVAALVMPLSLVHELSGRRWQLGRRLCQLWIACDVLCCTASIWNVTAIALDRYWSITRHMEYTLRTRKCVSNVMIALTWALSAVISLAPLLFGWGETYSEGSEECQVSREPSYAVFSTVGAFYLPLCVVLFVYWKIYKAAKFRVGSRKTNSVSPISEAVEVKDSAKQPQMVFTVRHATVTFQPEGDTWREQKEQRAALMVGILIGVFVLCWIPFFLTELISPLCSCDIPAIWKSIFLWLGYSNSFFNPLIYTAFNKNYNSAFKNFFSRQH
phage Ecoli inh – E. coli growth loss with phage present; growth absorbance; inhibition, % at 11.9 µM; 0.26% of 360,000 active; AID 651602; in the data active = inhibition above about 11%
OPRM1-OPRD1 inv – inverse agonists of human mu-delta opioid receptor heterodimerization | 0.21% of 340,000 active | cell-based MOR-DOR heterodimer luminescence, inverse agonism | inhibition, % at 9.3 µM | P35372+P41143; in the data active = inhibition above about 22%, passing the limit was not always enough;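 note: 0% = cells with DMSO and 100% = wells without cells with DMSO; values of inactives mirror those of a sister screen read the other way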
AddAB inh – less growth of phage-infected E. coli with AddAB. inhibition, % at 11.9 µM. 0.29% of 330,000 active. E. coli expressing H. pylori AddAB, absorbance growth. AID 435030; in the data active = inhibition above about 12%;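 note: 0% = vehicle wells of infected cells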
PfHsp90 set2 – growth inhibition of yeast expressing Plasmodium Hsp90. inhibition, % at 9.4 µM. 0.32% of 310,000 active. S. cerevisiae expressing PfHsp90, BacTiter-Glo ATP, 48 h; yeast lacking PDR1 and PDR3 efflux regulators;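 active = every replicate shows inhibition above about 80%, whatever the replicate mean, limit read from the data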;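 note: 0% = DMSO neutral controls and 100% = 20 µM radicicol positive controls; yeast relying on Plasmodium falciparum Hsp90 in place of its own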
Tat export inh – inhibitors of E. coli Tat protein transport | inhibition, % at 10 µM | 0.036% of 340,000 active | E. coli MC4100 TorA-mCherry Tat export, fluorescence;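 active = mean replicate inhibition at least 50% and at least half of replicates individually reaching 50%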;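 note: exported cargo escapes ClpAP degradation while cytoplasmic cargo is degraded and loses fluorescence; 0% = median of neutral control wells and 100% = median of NaSCN control wells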
PKA-R1A activ – PKA-R1A complex activation. PKA-R1A dissociation, Cy5-IP20 fluorescence polarization; scaled: DMSO 0%, 113 µM cGMP 100%. activation, % at 11.4 µM. P00514+P68181. 0.083% of 340,000 active;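 active = percent activation above the mean of all tested compounds plus 3 SD, cut at about 19% in these data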;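 note: higher means more PKAc released from R1A so a rise in polarization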
OPRM1-OPRD1 ag – agonists of human mu-delta opioid receptor heterodimerization; cells, OPRM1-OPRD1 heterodimerization, luminescence; activation, % at 9.3 µM; 0.3% of 340,000 active; in the data active = activation above about 18%;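 note: 0% = vehicle-treated cells and 100% = reference agonist; values of inactives mirror those of a sister screen read the other way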
Mot1-301 SUMO – blocks SUMOylation pathway, rescuing yeast Mot1-301 growth; S. cerevisiae Mot1-301 growth rescue, ATP luminescence, 38.5C; percent above DMSO median, 100 means doubled; growth rescue, % at 18.8 µM; 1% of 320,000 active;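 active = every valid replicate shows activation above 250% relative to neutral control wells; inactive = the rest, any valid replicate at or below 250%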;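 note: OY570 slx delta 5 strain wells were the positive control but not used for scaling; some compounds called inactive have numbers as strong as hits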
E coli growth – counter-screen for AddAB inhibitors: E. coli growth inhibition; E. coli V3065 growth, OD600 absorbance, 18 h; inhibition, % at 11.9 µM; 0.27% of 330,000 active; AID 449728;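 active = inhibition above the campaign's mean inhibition across all tested compounds plus 3 SD, cut at about 9.9% in these data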;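 note: uninfected addAB+ strain grown without phage in ampicillin broth; 0% = DMSO wells and 100% = ciprofloxacin 0.95 µg/ml wells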
PKA-R2B activ – activators of human PKA-R2B complex. P22694+P31323. PKA-R2B holoenzyme dissociation, Cy5-IP20 fluorescence polarization; R2B truncated from residue 108, S112A mutant; 0% DMSO only, 100% 113 µM cGMP. activation, % at 11.4 µM. 0.079% of 340,000 active. AID 504700;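 active = activation above a cutoff set at the mean over all compounds plus 3 SD, cut at about 18% in these data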;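 note: higher means more holoenzyme dissociation and a rise in polarization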
Target sequence (P31323 whole entry, looked up, other chains not shown, the tested form may be a part): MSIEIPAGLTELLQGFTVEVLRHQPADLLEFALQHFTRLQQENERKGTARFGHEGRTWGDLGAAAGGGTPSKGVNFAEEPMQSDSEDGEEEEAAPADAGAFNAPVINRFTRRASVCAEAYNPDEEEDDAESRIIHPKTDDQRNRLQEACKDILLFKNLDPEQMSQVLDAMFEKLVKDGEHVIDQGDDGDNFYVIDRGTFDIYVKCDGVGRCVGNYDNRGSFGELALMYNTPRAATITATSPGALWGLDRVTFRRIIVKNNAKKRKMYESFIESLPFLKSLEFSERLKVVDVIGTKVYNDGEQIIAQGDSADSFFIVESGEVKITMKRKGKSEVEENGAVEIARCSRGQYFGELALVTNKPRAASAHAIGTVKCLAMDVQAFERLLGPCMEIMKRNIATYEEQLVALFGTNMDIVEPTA
* hit, by the source's call.

How did COc1cccc(-c2c(C(=O)N/N=C/c3ccc(C)o3)nnn2-c2nonc2N)c1 do in these assays?
HTR5A inv ctr: 1; phage Ecoli inh: -0.2; OPRM1-OPRD1 inv: 21; AddAB inh: 0.8; PfHsp90 set2: 14; Tat export inh: -2; PKA-R1A activ: -7; OPRM1-OPRD1 ag: -4.0; Mot1-301 SUMO: 11; E coli growth: 2.5; PKA-R2B activ: 4

How did O=C(Nc1ccc(F)cc1F)c1c(C(F)(F)F)ccnc1Oc1ccc(Cl)cc1 do in these assays?
HTR5A inv ctr: 15; phage Ecoli inh: 2.7; OPRM1-OPRD1 inv: -27; AddAB inh: 0.2; PfHsp90 set2: 2; Tat export inh: 8; PKA-R1A activ: -9; OPRM1-OPRD1 ag: 5.2; Mot1-301 SUMO: -15; E coli growth: -0.3; PKA-R2B activ: -4

Results for CCN(CC)S(=O)(=O)c1ccc(N2CCOCC2)c(NC(=O)C2CC2)c1 ?
HTR5A inv ctr: -12; phage Ecoli inh: -0.8; OPRM1-OPRD1 inv: 1; AddAB inh: -1.9; Tat export inh: -7; PKA-R1A activ: 11; OPRM1-OPRD1 ag: -0.1; Mot1-301 SUMO: -3; E coli growth: 1.6; PKA-R2B activ: -7

How did COc1ccc(C(=O)CSc2nnc(CNC(=O)c3ccc(S(=O)(=O)N(C)C)cc3)o2)cc1 do in these assays?
HTR5A inv ctr: -7; phage Ecoli inh: 3.9; OPRM1-OPRD1 inv: 20; AddAB inh: -1.2; PfHsp90 set2: -2; Tat export inh: 0; PKA-R1A activ: -6; OPRM1-OPRD1 ag: -3.6; Mot1-301 SUMO: -12; E coli growth: 0.8; PKA-R2B activ: 4

What do the screens show for `NCc1cc2c3c(c1)CCCN3CCC2`?
HTR5A inv ctr: -15; phage Ecoli inh: 1.1; OPRM1-OPRD1 inv: 12; AddAB inh: 1.3; PfHsp90 set2: 8; Tat export inh: -6; PKA-R1A activ: -9; OPRM1-OPRD1 ag: -2.1; Mot1-301 SUMO: 0; E coli growth: 2.5; PKA-R2B activ: -2

How did CC(C)CCN1C(=O)c2ccc(C(=O)Nc3ccc(O)cc3C(=O)O)cc2C1=O do in these assays?
HTR5A inv ctr: 3; phage Ecoli inh: 2.7; OPRM1-OPRD1 inv: 18; AddAB inh: 1.6; PfHsp90 set2: -26; Tat export inh: 7; PKA-R1A activ: -1; OPRM1-OPRD1 ag: -3.9; Mot1-301 SUMO: 2; E coli growth: -1.2; PKA-R2B activ: -2

Results for CCC(C)N(C(=O)c1csnn1)C(C(=O)NC1CCCC1)c1ccc(F)cc1 (stereo unspecified) ?
HTR5A inv ctr: 0; phage Ecoli inh: 2.5; OPRM1-OPRD1 inv: 10; AddAB inh: 1.0; PfHsp90 set2: -17; Tat export inh: -13; PKA-R1A activ: 4; OPRM1-OPRD1 ag: -1.9; Mot1-301 SUMO: 7; E coli growth: 1.8; PKA-R2B activ: 7

Results for O=C(C(Sc1ccccc1)c1ccc(Br)cc1)N1CCOCC1 (stereo unspecified) ?
HTR5A inv ctr: 5; phage Ecoli inh: 1.6; OPRM1-OPRD1 inv: 1; AddAB inh: 1.4; PfHsp90 set2: -3; Tat export inh: 0; PKA-R1A activ: 5; OPRM1-OPRD1 ag: -0.2; Mot1-301 SUMO: 19; E coli growth: -2.9; PKA-R2B activ: -6

What do the screens show for `CCn1c(C)cc(=S)c2ccccc21`?
HTR5A inv ctr: -41; phage Ecoli inh: 1.9; OPRM1-OPRD1 inv: -39; AddAB inh: 0.8; PfHsp90 set2: 4; Tat export inh: -10; PKA-R1A activ: 3; OPRM1-OPRD1 ag: 6.2; Mot1-301 SUMO: -19; E coli growth: -1.5; PKA-R2B activ: -5

How did O=C1OC2(CCCCC2)OC(=O)C1=CNc1ccc2c(c1)OCO2 do in these assays?
HTR5A inv ctr: -12; phage Ecoli inh: -0.1; OPRM1-OPRD1 inv: 8; AddAB inh: 2.3; PfHsp90 set2: 20; Tat export inh: -1; PKA-R1A activ: -10; OPRM1-OPRD1 ag: -1.5; E coli growth: 2.9; PKA-R2B activ: -7

What do the screens show for `Cc1ccc(NC(=S)NC2CCCCC2)cc1S(=O)(=O)N(C)C`?
HTR5A inv ctr: -13; phage Ecoli inh: 0.5; OPRM1-OPRD1 inv: -5; AddAB inh: -1.1; PfHsp90 set2: 10; Tat export inh: 7; PKA-R1A activ: -1; OPRM1-OPRD1 ag: 1.0; Mot1-301 SUMO: -8; E coli growth: -1.2; PKA-R2B activ: -15

Results for Cc1cccc(NS(=O)(=O)c2ccc(C)c(C(=O)NCC(c3cccs3)N3CCOCC3)c2)c1 (stereo unspecified) ?
HTR5A inv ctr: 11; phage Ecoli inh: 0.5; OPRM1-OPRD1 inv: 0; PfHsp90 set2: -9; Tat export inh: 3; PKA-R1A activ: 5; OPRM1-OPRD1 ag: 0.1; PKA-R2B activ: 1

Results for N#Cc1ccccc1OCC(=O)Nc1ccc(N2CCOCC2)cc1N1CCOCC1 ?
HTR5A inv ctr: 11; phage Ecoli inh: 0.9; OPRM1-OPRD1 inv: -4; AddAB inh: 0.6; PfHsp90 set2: 10; Tat export inh: -2; PKA-R1A activ: 0; OPRM1-OPRD1 ag: 1.0; E coli growth: -1.5; PKA-R2B activ: 17

How did NC(=O)Cn1nnc(-c2ccccc2NC(=O)c2cnccn2)n1 do in these assays?
HTR5A inv ctr: -35; phage Ecoli inh: -1.0; OPRM1-OPRD1 inv: 0; AddAB inh: 2.0; PfHsp90 set2: -5; Tat export inh: 0; PKA-R1A activ: -6; OPRM1-OPRD1 ag: 0.0; Mot1-301 SUMO: -23; E coli growth: -2.4; PKA-R2B activ: -7

How did O=C(NC(c1ccccc1)c1c(O)ccc2ccccc12)c1ccccc1Cl (stereo unspecified) do in these assays?
HTR5A inv ctr: 1; phage Ecoli inh: 3.9; OPRM1-OPRD1 inv: -55; AddAB inh: 2.7; PfHsp90 set2: -8; Tat export inh: 6; PKA-R1A activ: -1; OPRM1-OPRD1 ag: 9.9; Mot1-301 SUMO: -2; E coli growth: 0.5; PKA-R2B activ: -10

How did CCOC(=O)CSc1nc2cccnc2n1-c1ccc(F)cc1 do in these assays?
HTR5A inv ctr: -7; phage Ecoli inh: 1.6; OPRM1-OPRD1 inv: 6; AddAB inh: 0.3; PfHsp90 set2: -27; Tat export inh: -2; PKA-R1A activ: -2; OPRM1-OPRD1 ag: -1.0; Mot1-301 SUMO: -21; E coli growth: -3.5; PKA-R2B activ: -7

What do the screens show for `C/C(CC(=O)Nc1ccc2ccccc2c1)=N\NC(=O)c1ccc(O)c(O)c1`?
HTR5A inv ctr: 12; phage Ecoli inh: 3.3; OPRM1-OPRD1 inv: 8; AddAB inh: 2.4; PfHsp90 set2: 15; Tat export inh: 13; PKA-R1A activ: 0; OPRM1-OPRD1 ag: -1.5; Mot1-301 SUMO: -14; E coli growth: -0.5; PKA-R2B activ: -11

Results for CCOC(=O)C1=C(COC(=O)Cc2ccc(Br)cc2)NC(=O)NC1C (stereo unspecified) ?
HTR5A inv ctr: 2; phage Ecoli inh: 3.3; OPRM1-OPRD1 inv: 3; AddAB inh: 1.1; PfHsp90 set2: 1; Tat export inh: -5; PKA-R1A activ: -6; OPRM1-OPRD1 ag: -0.7; Mot1-301 SUMO: 231; E coli growth: 1.3; PKA-R2B activ: -3

What do the screens show for `C=CCOc1cccc(C2C(C(=O)c3ccc(C)o3)=C(O)C(=O)N2c2nccs2)c1` (stereo unspecified)?
HTR5A inv ctr: 9; phage Ecoli inh: -0.2; OPRM1-OPRD1 inv: 16; AddAB inh: 0.1; PfHsp90 set2: -2; Tat export inh: 0; PKA-R1A activ: -10; OPRM1-OPRD1 ag: -2.6; Mot1-301 SUMO: 1; E coli growth: -1.5; PKA-R2B activ: -5

Results for CCOCCSc1n[nH]c(=O)n1CCc1ccccc1 ?
HTR5A inv ctr: 6; phage Ecoli inh: 2.9; OPRM1-OPRD1 inv: 17; AddAB inh: -2.1; PfHsp90 set2: -8; Tat export inh: 3; PKA-R1A activ: 0; OPRM1-OPRD1 ag: -3.8; Mot1-301 SUMO: 4; E coli growth: -1.3; PKA-R2B activ: -12

Results for CCCCc1nc2cc(C(=O)N3CCNC(=O)C3)ccc2o1 ?
HTR5A inv ctr: 0; phage Ecoli inh: 0.3; OPRM1-OPRD1 inv: 11; AddAB inh: 0.0; PfHsp90 set2: -10; Tat export inh: 5; PKA-R1A activ: -11; OPRM1-OPRD1 ag: -2.2; Mot1-301 SUMO: 1; E coli growth: -0.7; PKA-R2B activ: -4

Results for COc1ccc(CCNC(=O)c2ccc(CNS(=O)(=O)c3cccc(Cl)c3)cc2)cc1OC ?
HTR5A inv ctr: -7; phage Ecoli inh: -0.3; OPRM1-OPRD1 inv: -1; AddAB inh: 2.5; PfHsp90 set2: 9; Tat export inh: 2; PKA-R1A activ: -2; OPRM1-OPRD1 ag: 0.2; Mot1-301 SUMO: 4; E coli growth: -0.7; PKA-R2B activ: -11

What do the screens show for `OCC1(Cc2ccccc2)CCN(CCCC2CCCC2)CC1`?
HTR5A inv ctr: 7; phage Ecoli inh: 3.5; OPRM1-OPRD1 inv: -5; AddAB inh: -2.3; PfHsp90 set2: -5; Tat export inh: -8; PKA-R1A activ: 6; OPRM1-OPRD1 ag: 1.0; Mot1-301 SUMO: 57; E coli growth: 3.8; PKA-R2B activ: -3

What do the screens show for `COc1ccc(N2CCN(C(=O)CC(C)S(=O)(=O)c3ccc4c(c3)NC(=O)CO4)CC2)cc1` (stereo unspecified)?
HTR5A inv ctr: 10; phage Ecoli inh: 1.8; OPRM1-OPRD1 inv: 9; AddAB inh: 1.5; PfHsp90 set2: 20; Tat export inh: -6; PKA-R1A activ: -5; OPRM1-OPRD1 ag: -1.8; Mot1-301 SUMO: 129; E coli growth: -1.1; PKA-R2B activ: -7

What do the screens show for `C=CCn1c(SCCCc2ccccc2)nc2c1c(=O)[nH]c(=O)n2C`?
HTR5A inv ctr: 2; phage Ecoli inh: 1.5; OPRM1-OPRD1 inv: -7; AddAB inh: -0.3; PfHsp90 set2: 2; Tat export inh: 2; PKA-R1A activ: -2; OPRM1-OPRD1 ag: 1.3; Mot1-301 SUMO: -2; E coli growth: -2.5; PKA-R2B activ: 7

What do the screens show for `COCCNC(=O)c1ccc(CS(=O)(=O)c2c(Cl)cccc2Cl)o1`?
HTR5A inv ctr: 13; phage Ecoli inh: 1.5; OPRM1-OPRD1 inv: 13; AddAB inh: 3.2; Tat export inh: 3; PKA-R1A activ: 4; OPRM1-OPRD1 ag: -2.4; Mot1-301 SUMO: 44; E coli growth: -0.9; PKA-R2B activ: 8
